Screening data from PubChem BioAssay.
XBP1 UPR activ = activators of adaptive arm of unfolded protein response (XBP1); CHO-XBP1 luciferase reporter, IRE1-XBP1 UPR activation, luminescence; percent of tunicamycin response, DMSO as zero; activation, % at 20 µM; 330,000 tested, 0.33% active; AID 463104;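 active = versus positive control, 20 µM dose yields 30% or more activation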;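 also: 100% = tunicamycin at 10 µg/mL and 0% = DMSO only wells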
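Assay system: CHO-XBP1 luciferase reporter cells; Schedule: 6 h treatment, 37 °C; Detection: glow luminescence from Steady-Glo reagent; Benchmarks: high control tunicamycin 10 µg/mL final, low control DMSO vehicle only.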
UPR CHOP act = apoptotic UPR (CHOP) activation. CHO-CHOP luciferase reporter, luminescence; percent of tunicamycin response over DMSO baseline. activation, % at 10 µM. 330,000 tested, 0.34% active;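 active = at 10 µM dose, activation of 40% or more, normalized to positive control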;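 also: 100% = tunicamycin at 10 µg/mL and 0% = DMSO alone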
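Evaluation: % reporter activation, DMSO baseline versus tunicamycin full activation; System: CHO-CHOP luciferase reporter cell line; Input: 500 cells/well; Incubation: 6 h compound treatment, 37 °C; Measured by: Steady-Glo luciferase luminescence; Dosing: one dose, 10 µM in 0.5% DMSO; Buffer or medium: F12 medium, 10% FBS; Benchmarks: positive tunicamycin 10 µg/mL, negative DMSO alone.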
Mdm2-MdmX inh = human Mdm2/MdmX binding inhibition; AID 485346; inhibition, % at 8 µM; SaOS-2 split-luciferase Mdm2/MdmX complementation, luminescence; 330,000 tested, 3% active;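 active = inhibition of at least 50% at 8 µM in the primary screen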
Jurkat NFkB inh = inhibitors of the PMA/ionomycin-induced NF-kB reporter in Jurkat cells; 330,000 tested, 0.53% active; AID 435003; inhibition, % at 4 µM; PMA/ionomycin-induced NF-kB luciferase reporter, luminescence; in the data active = inhibition above about 50%
Gli-Sufu antag = antagonists of Gli-Sufu signaling; Sufu-KO-LIGHT fibroblasts, Gli luciferase reporter luminescence; 340,000 tested, 0.74% active; AID 588413; inhibition, % at 5 µM;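 active = inhibition above about 55%, limit read from the data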;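 also: 0% = DMSO-treated cells and 100% = wells with medium but no cells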
697 NFkB inh = inhibitors of the PMA/ionomycin-induced NF-kB reporter in 697 B cells; inhibition, % at 4 µM; 697 B-cell NF-kB luciferase reporter, 16 h; 330,000 tested, 0.33% active; in the data active = inhibition above about 35%
CXCR6 block = blocks human CXCR6 beta-arrestin recruitment | O00574 | CHO-K1 PathHunter CXCR6 beta-arrestin, luminescence | inhibition, % at 20 µM | 360,000 tested, 0.36% active; in the data active = inhibition above about 34%, passing the limit was not always enough;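 also: antagonist mode with CXCL16 agonist at 10 nM final; 0% = 10 nM CXCL16 with DMSO and 100% = unstimulated wells without agonist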
Target sequence (O00574 whole entry, looked up): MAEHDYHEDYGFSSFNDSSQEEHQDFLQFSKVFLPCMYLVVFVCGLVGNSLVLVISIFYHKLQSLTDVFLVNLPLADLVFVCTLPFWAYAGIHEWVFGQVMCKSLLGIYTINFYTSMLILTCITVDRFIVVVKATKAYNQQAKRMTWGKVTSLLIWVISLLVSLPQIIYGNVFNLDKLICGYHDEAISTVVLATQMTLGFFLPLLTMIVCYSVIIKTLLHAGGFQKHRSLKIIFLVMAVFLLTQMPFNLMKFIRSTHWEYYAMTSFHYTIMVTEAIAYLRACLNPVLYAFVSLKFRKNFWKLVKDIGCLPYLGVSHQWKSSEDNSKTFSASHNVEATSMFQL
CCR6 antag = CCR6 (human) receptor antagonism. P51684. AID 493098. 340,000 tested, 0.49% active. CHO-K1 CCR6 PathHunter beta-arrestin, luminescence, CCL20-stimulated. inhibition, % at 20 µM;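 active = compounds whose inhibition of the agonist-driven luminescence signal at 20 µM reaches about 50%, limit read from the data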;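 also: cells stimulated with CCL20 at 14 nM final; plate controls were DMSO with CCL20 for no effect and DMSO without agonist for full effect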
Target sequence (P51684 whole entry, looked up): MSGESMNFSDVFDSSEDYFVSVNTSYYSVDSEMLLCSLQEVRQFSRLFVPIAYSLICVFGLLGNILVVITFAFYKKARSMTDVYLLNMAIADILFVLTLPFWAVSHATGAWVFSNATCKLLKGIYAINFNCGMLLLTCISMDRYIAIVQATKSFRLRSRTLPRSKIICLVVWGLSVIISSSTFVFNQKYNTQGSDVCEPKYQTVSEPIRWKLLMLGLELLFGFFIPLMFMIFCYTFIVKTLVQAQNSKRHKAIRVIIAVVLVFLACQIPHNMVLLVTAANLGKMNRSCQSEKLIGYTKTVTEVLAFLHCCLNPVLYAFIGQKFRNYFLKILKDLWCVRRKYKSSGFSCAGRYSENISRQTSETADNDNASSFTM
EBI2 antag = EBI2 (human) antagonism; P32249; EBI2 beta-arrestin recruitment, luminescence, 7a,25-OHC stimulated; inhibition, % at 5 µM; 360,000 tested, 0.81% active; AID 651636; in the data active = inhibition above about 38%;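 also: enzyme fragment complementation signal reports receptor beta-arrestin coupling in cells; 0% = agonist plus DMSO wells and 100% = wells without agonist; some results beyond the cut were filed as inactive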
Target sequence (P32249 whole entry, looked up, the tested form may be a part): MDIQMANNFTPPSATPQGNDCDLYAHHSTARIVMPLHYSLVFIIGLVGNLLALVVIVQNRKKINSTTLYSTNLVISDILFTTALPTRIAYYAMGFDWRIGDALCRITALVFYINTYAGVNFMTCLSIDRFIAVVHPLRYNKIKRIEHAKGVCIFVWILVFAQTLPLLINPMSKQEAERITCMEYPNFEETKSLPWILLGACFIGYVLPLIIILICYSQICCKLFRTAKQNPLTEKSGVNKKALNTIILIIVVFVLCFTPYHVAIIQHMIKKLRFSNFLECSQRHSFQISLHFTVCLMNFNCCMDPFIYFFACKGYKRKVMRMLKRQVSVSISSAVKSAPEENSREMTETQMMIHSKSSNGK
The depositor's hits bear a star; x = not tested or not shown.

Structure,XBP1 UPR activ,UPR CHOP act,Mdm2-MdmX inh,Jurkat NFkB inh,Gli-Sufu antag,697 NFkB inh,CXCR6 block,CCR6 antag,EBI2 antag
CCOC(=O)N1CCC(NC(=O)c2cc(S(=O)(=O)N3CCCC3)cn2C)CC1,0,-0.9,-2,0,-14,10,-4,15,-7
Cc1ccc(S(=O)(=O)NCCCNS(=O)(=O)c2ccccc2)cc1,-3,-0.1,25,9,5,14,7,16,1
NC(=O)c1nc(N2CCOCC2)nc(N2CCOCC2)n1,-1,-0.4,26,-3,-3,0,-1,8,-2
Cc1cc(C)c(-c2cc(C(F)(F)F)no2)c(=O)[nH]1,1,0.1,25,-2,-2,20,-1,-10,-2
CCOc1ccc(-c2cc(NC(=O)Cn3ncc4c3-c3ccccc3OC4)on2)cc1OCC,-2,-0.1,9,-5,-1,16,2,-2,11
CS(=O)(=O)c1ccc(C(=O)OCC(=O)NC2CCS(=O)(=O)C2)cc1[N+](=O)[O-] (stereo unspecified),-2,1.8,16,18,7,25,-11,1,-6
CC(C)c1ccc(NC(=O)c2cc3c(=O)n(C)c4ccccc4c3n2C)cc1,1,1.2,42,-31,12,-19,5,-6,20
OCCCNc1ncnc2[nH]ncc12,x,x,x,x,1,x,-4,8,-2
O=C(NCCc1ccccc1)c1ccco1,1,0.4,-6,-27,7,-33,-14,-3,1
O=C(/C=C/c1cccc(F)c1)OCC(=O)N1CCc2ccccc21,-1,2.1,7,-3,-4,3,-1,15,1
CCCCn1c(N)c(N(CCC(C)C)C(=O)C(C)N2C(=O)c3ccccc3C2=O)c(=O)[nH]c1=O (stereo unspecified),2,-0.6,20,-9,-4,-11,1,3,1
CCc1cc(-c2n[nH]c(C)c2-c2nc3ccccc3n2C)c(O)c(CN2CCN(C)CC2)c1O,-1,0.1,2,-2,0,4,-7,16,-12
COc1ccc(/C=C(/NC(=O)c2ccccc2Cl)C(=O)NCCCC(=O)O)cc1,-5,1.0,-4,-5,-3,2,-6,1,3
CCc1ccc(NC(=O)NCC2CCN(Cc3cccc(Cl)c3)CC2)cc1,-4,0.2,29,2,-2,0,12,12,14
CCCOc1ccc2ccccc2c1/C=C1\SC(=O)NC1=O,2,0.5,-10,-1,14,-58,3,2,4
Cc1ccc2nc(-c3ccc(S(=O)(=O)N4CCCCC4)cc3)cn2c1,3,4.8,34,-32,-18,-77,-6,0,22
O=C(c1cc2ncccn2n1)N1CCc2c([nH]c3ccccc23)C1c1ccccc1F (stereo unspecified),-3,0.2,10,-6,-24,-3,0,-1,0
CC1CCCC(C)N1C(=O)COC(=O)c1ccc(O)cc1 (stereo unspecified),0,1.8,12,-7,5,7,1,14,10
COc1ccc2[nH]c(=O)c(CN(c3ccccc3)S(=O)(=O)c3ccccc3)cc2c1,-7,0.4,24,6,5,3,-8,1,18
c1ccc2oc(-c3csc(NCC4CCCO4)n3)cc2c1 (stereo unspecified),-5,2.4,-185,-26,-116,-30,0,1,11
O=C(Nc1c2c(nn1-c1ccc([N+](=O)[O-])cc1)CS(=O)(=O)C2)c1cccs1,-2,-0.8,16,-15,6,-10,11,30,12
COc1ccc(CCNC(=O)C2CC2)cc1,0,-0.4,-11,10,2,7,4,0,-33
COc1cc(NC(=O)C2CCCCC2)c(OC)cc1NC(=O)c1ccco1,-1,1.3,12,-14,24,-20,5,25,1
Cc1ccc(S(=O)(=O)N2CCN(c3nc(C(C)C)c4c(c3C#N)CC(C)(C)OC4)CC2)cc1,-1,2.4,38,7,34,3,11,10,25

Quoted from the listing:
Value for COc1cc(NC(=O)C2CCCCC2)c(OC)cc1NC(=O)c1ccco1 in EBI2 antag: 1
Value for O=C(Nc1c2c(nn1-c1ccc([N+](=O)[O-])cc1)CS(=O)(=O)C2)c1cccs1 in Gli-Sufu antag: 6
Value for COc1ccc(CCNC(=O)C2CC2)cc1 in Mdm2-MdmX inh: -11
Value for Cc1ccc(S(=O)(=O)N2CCN(c3nc(C(C)C)c4c(c3C#N)CC(C)(C)OC4)CC2)cc1 in XBP1 UPR activ: -1
Value for c1ccc2oc(-c3csc(NCC4CCCO4)n3)cc2c1 (stereo unspecified) in Jurkat NFkB inh: -26

Other records:
Structure,XBP1 UPR activ,UPR CHOP act,Mdm2-MdmX inh,Jurkat NFkB inh,Gli-Sufu antag,697 NFkB inh,CXCR6 block,CCR6 antag,EBI2 antag
CC1CCN(Cc2nnnn2-c2cccc([N+](=O)[O-])c2)CC1,-2,-0.8,12,12,3,12,-4,-2,-12
COc1ccc(C)cc1S(=O)(=O)N1c2ccccc2CC1C (stereo unspecified),-1,1.9,-36,-9,5,20,12,23,5
CC1(C)Cc2noc(N)c2C(C)(C)N1OC(=O)c1ccccc1,-2,0.1,7,8,-4,14,-7,-12,-7
O=C(CCC(=O)N1CCOc2ccccc21)NC1CCCCCC1,0,2.9,-8,-12,-1,0,4,11,-1
CCC(=O)N1c2ccccc2C(N(C(C)=O)c2ccccc2)CC1C (stereo unspecified),0,1.2,54*,12,22,37*,4,-3,4
CSCC[C@H](N)C(=O)NCC1CCC(C(=O)Nc2ccc3c(c2)OCO3)CC1 (stereo partly specified),1,0.8,9,0,3,4,-5,-8,2
CCN(C(=O)COC(=O)CSc1ccc(C)cc1C)c1c(N)n(Cc2ccccc2)c(=O)[nH]c1=O,x,x,x,x,1,x,1,-3,-3
Cc1ccc(S(=O)(=O)N2CCOCC2)cc1NC(=O)COc1ccc2c(C)cc(=O)oc2c1,-3,0.5,24,7,-1,15,-4,-7,-7
Fc1cccc(F)c1[B-](F)(F)F,x,x,x,x,-2,x,2,-5,-15
COC(=O)C1=C(N)Oc2cc(C)n(CC3CCCO3)c(=O)c2C1c1ccc(Cl)cc1 (stereo unspecified),-4,-2.1,9,0,-14,25,2,18,3
CC(=O)Nc1ccccc1OCC(=O)NCCc1ccc(Cl)cc1Cl,-1,-1.3,22,4,2,16,-6,2,-1
COCCCN1C(=O)C(=O)/C(=C(/O)c2ccc(OC(C)C)c(C)c2)C1c1ccncc1 (stereo unspecified),-5,-1.0,-6,-27,0,-51,-4,0,5
Cc1cccc(C)c1NC(=O)C1(N2CCN(C(=O)c3ccco3)CC2)CCCCC1,-2,0.1,-5,21,1,-1,-14,1,-26
Cc1[nH]c2ccccc2c1/C=N/NC(=O)CCC(=O)NCc1ccccc1,2,-0.8,-14,2,3,16,-16,-3,-13
O=C(Cn1cc(C(F)(F)F)cc(Cl)c1=O)NCCc1ccc(Cl)cc1Cl,-3,-0.9,16,10,2,19,-5,9,7
COC(=O)c1ccc(OC(=O)CN2C(=O)c3ccccc3C2=O)cc1,-4,0.6,34,12,-3,11,-2,-3,-2
CCC(C)NC(=O)c1cc(-c2ccc(OC)cc2)on1 (stereo unspecified),1,2.6,-97,-132,-24,-94,2,-6,5
CCN1CCN(C(=O)c2ccc3c(=O)n(Cc4ccccc4OC)c(=S)[nH]c3c2)CC1,-2,-2.7,1,11,14,1,-1,12,7
CCCCC(=O)Nc1cc2nn(-c3ccc(OC)cc3)nc2cc1C,3,1.0,-10,-120,-66,-170,0,0,5
CC1CC1c1ccc(/C=C(\C#N)C(=O)Nc2ccccc2Cl)o1 (stereo unspecified),4,3.4,-27,-26,-31,-43,-2,19,7
COC(=O)[C@H](Cc1ccccc1)NC(=O)NCc1ccc(C)cc1,1,1.8,14,4,2,12,-8,-14,8
O=C(NNC(=S)NC(=O)c1cccnc1)c1ccccc1,-3,0.6,3,-13,-6,7,10,20,-5
CCOc1ccc(CNc2ccc(N3CCN(Cc4ccccc4)CC3)cc2)cc1,-6,-0.9,2,14,28,-29,102*,15,5
CCN(CC)S(=O)(=O)c1ccc(Cl)c(C(=O)NC2CCCC2)c1,-4,2.6,3,5,2,14,6,9,2

Some of the entries so far, with each value named.
CCN1CCN(C(=O)c2ccc3c(=O)n(Cc4ccccc4OC)c(=S)[nH]c3c2)CC1
  XBP1 UPR activ: -2	UPR CHOP act: -2.7	Mdm2-MdmX inh: 1	Jurkat NFkB inh: 11	Gli-Sufu antag: 14	697 NFkB inh: 1	CXCR6 block: -1	CCR6 antag: 12	EBI2 antag: 7

Cc1cccc(C)c1NC(=O)C1(N2CCN(C(=O)c3ccco3)CC2)CCCCC1
  XBP1 UPR activ: -2	UPR CHOP act: 0.1	Mdm2-MdmX inh: -5	Jurkat NFkB inh: 21	Gli-Sufu antag: 1	697 NFkB inh: -1	CXCR6 block: -14	CCR6 antag: 1	EBI2 antag: -26

Other compounds.
Structure,XBP1 UPR activ,UPR CHOP act,Mdm2-MdmX inh,Jurkat NFkB inh,Gli-Sufu antag,697 NFkB inh,CXCR6 block,CCR6 antag,EBI2 antag
Cc1cccc(CCNC(=O)c2cc(S(=O)(=O)N3CCOCC3)cn2C)c1,-2,0.3,18,7,1,4,-1,3,-7
NC(=O)c1ccc(-c2noc(-c3cccc(Cl)c3)n2)cc1,2,9.0,-14,-85,-60,-103,0,2,-3
CC(C)(C)Nc1nc(SCC(=O)Nc2ccccc2)nc(N2CCOCC2)n1,8,1.3,-4,1,3,-4,-8,0,13
COCCN1CC(C(=O)NCc2ccccc2-n2ccnc2C)CCC1=O (stereo unspecified),0,0.4,16,-10,10,24,9,2,-1
Cn1c(=S)n(CCC(=O)O)c2ccccc21,0,-2.5,-2,-6,0,-3,1,-8,-7
CCn1c(NCc2ccc3c(c2)OCO3)nc2ccccc21,3,2.7,4,4,-8,-9,6,9,7
CCOC(=O)N1CCN(C(=O)c2ccc(Oc3ccc([N+](=O)[O-])cc3)cc2)CC1,-1,-0.1,21,4,5,-19,-10,4,-5
CC(OC(=O)C1CC(=O)N(Cc2ccccc2)C1)C(=O)Nc1ccccc1[N+](=O)[O-] (stereo unspecified),0,-0.8,-20,3,-8,-21,-7,1,-2
CCc1cc(-c2n[nH]c(=S)n2Cc2ccccc2)cs1,1,1.6,-17,7,-27,11,4,14,-3
CCOC(=O)c1ccc(NC(=O)CN2C(=O)NC3(CCC(C)CC3)C2=O)cc1 (stereo unspecified),-2,-1.0,23,-18,-4,-9,-8,4,0
O=C(CNC1C(=O)Nc2ccccc21)Sc1ccccc1 (stereo unspecified),3,1.7,-14,-4,-3,-30,-9,13,16
CC(CC(=O)Nc1cc(S(=O)(=O)N2CCOCC2)ccc1OCC(F)(F)F)c1ccccc1 (stereo unspecified),-3,0.2,23,-9,0,11,7,3,-4
O=C1CC(N2CCN(c3ccccc3F)CC2)C(=O)N1c1ccc(F)cc1 (stereo unspecified),-1,-4.9,8,0,22,-2,2,3,0
CN(C)N1C(N)=C(C#N)C(c2ccc3c(c2)OCO3)C2=C1CCCC2=O (stereo unspecified),-2,2.7,-7,-3,-1,16,3,-4,5
O=C(Cc1ccccc1)NNC(=O)c1ccccc1C(=O)O,-1,-0.1,41,-1,-1,8,-6,1,3
O=C(O)C(CCCCN1C(=O)C2C3C=CC(C3)C2C1=O)N1C(=O)C2C3C=CC(C3)C2C1=O (stereo unspecified),0,-3.4,0,-25,-3,23,0,-7,1
O=C(C1CC=CCC1)N1CCN(C(=O)C2CC=CCC2)CC1 (stereo unspecified),0,4.1,-1,2,-8,-13,-2,9,-5
CCc1ncc(C(O)c2cccc(OC)c2OC)n1C (stereo unspecified),-2,0.3,-29,12,8,16,-2,3,-10
Cc1ccc(-c2csc(=Nc3cccnc3)n2CCCN2CCCC2=O)cc1C,1,-1.8,9,1,19,-5,18,37,31
Cc1ccc(CSc2nnc(-c3cccc(S(=O)(=O)N4CCOCC4)c3)n2C2CCCC2)cc1,-1,1.0,27,-6,19,-10,10,9,21
COc1ccc(NC(=O)c2c(F)cccc2F)cc1S(=O)(=O)Nc1ccc(Br)cc1,0,1.1,18,15,5,21,3,13,4
